Screening data from PubChem BioAssay.
CatS block: inhibitors of human cathepsin S, biochemical, compound mixtures. AID 501, 2006. recombinant cathepsin S, AMC dipeptide fluorescence, pooled mixtures. P25774. inhibition, %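 (tested at 5 µM per compound within 10-compound mixtures)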. 0.06% of 62,000 active; in the data active = inhibition above about 32%, passing the limit was not always enough;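 note: 0% = enzyme without compound and 100% = blank without enzyme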
Target sequence (P25774 115-331 limits assumed): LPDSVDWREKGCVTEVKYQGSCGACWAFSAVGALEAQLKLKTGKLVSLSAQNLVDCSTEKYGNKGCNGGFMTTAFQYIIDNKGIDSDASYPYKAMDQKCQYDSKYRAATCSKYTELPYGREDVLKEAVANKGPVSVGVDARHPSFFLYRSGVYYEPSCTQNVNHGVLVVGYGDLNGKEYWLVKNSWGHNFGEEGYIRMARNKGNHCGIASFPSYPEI
FXIIa mix inh: human factor XIIa inhibitors, primary screen, biochemical, pooled compound mixtures, fluorogenic substrate | Coagulation factor XII (Homo sapiens), P00748 | purified FXIIa | inhibition, % at 5 µM | 0.2% of 62,000 active | AID 684, 2007;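 note: 0% = enzyme without compound and 100% = no enzyme blank; some results filed as inactive read as strong as hits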
C1s block: complement C1s protease inhibitors, primary screen, biochemical, 10-compound mixtures. Complement C1s subcomponent (Homo sapiens), P09871. purified C1s, fluorogenic AMC substrate, pooled mixtures. mean inhibition % of two 10-compound mixtures (hits give high values), % at 5 µM (by protocol). 0.16% of 62,000 active. AID 538, 2006;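 active = inhibition above 20% in each of the two 10-compound mixture wells holding the compound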;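 note: 0% = enzyme wells lacking compound mixture and 100% = no-enzyme blank wells; some compounds called inactive have numbers as strong as hits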
Cathepsin G inh: human cathepsin G inhibitors, primary screen, biochemical, pooled compound mixtures, AMC fluorescence. purified enzyme, AMC-tetrapeptide fluorescence. inhibition, % at 5 µM (by protocol). 0.2% of 62,000 active. AID 581, 2007;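 active = inhibition above 20% in each of the two mixture wells holding the compound; inactive = inhibition of 20% or less in either well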;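 note: 0% = enzyme control without mixture and 100% = blank lacking enzyme; strong numbers were not always called active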
CatB mix inh: cathepsin B inhibitors from pooled compounds, primary screen, biochemical, compound mixtures, AMC fluorescence | P07858 | Purified cathepsin B, AMC dipeptide fluorescence | inhibition, %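 (ten-compound pools at 5 µM per compound and 50 µM total)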 | 0.06% of 62,000 active | AID 488, 2006; in the data active = inhibition above about 22%, passing the limit was not always enough;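 note: 0% = enzyme without compound and 100% = no enzyme blank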
AP ELISA ortho: alternative complement pathway inhibitors, primary screen, biochemical, ELISA, human serum, orthogonally pooled compounds; LPS-coated ELISA, C3 deposition; tested in compound mixtures; inhibition, % at 5 µM; 0.08% of 62,000 active; AID 1235, 2008;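 active = inhibition above 30% in each of the two pooled mixtures holding the compound, so the lower value exceeds 30%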;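 note: 0% = serum in Mg-EGTA without compound and 100% = EDTA serum blank; some compounds past the cut are filed as inactive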
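Assay system: Human serum alternative complement pathway, C3 deposition on LPS-coated wells | Incubation: 1 h serum-compound exposure at 37 °C | Doses: 5 µM per compound in ten-compound mixtures | Read-out: Percent inhibition | Technique: ELISA with HRP anti-human C3 antibody, TMB substrate, absorbance 450 nm | Replication: Two pool placements per compound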
CatL inh: inhibitors of human cathepsin L, biochemical | Procathepsin L (Homo sapiens), P07711 | purified cathepsin L, fluorogenic substrate, fluorescence | inhibition, %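 (tested at 10 µM)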 | 0.17% of 58,000 active | AID 460, 2006; in the data active = inhibition above about 45%;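 note: 0% = enzyme with no compound and 100% = no enzyme blank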
Target sequence (P07711 114-288 limits assumed): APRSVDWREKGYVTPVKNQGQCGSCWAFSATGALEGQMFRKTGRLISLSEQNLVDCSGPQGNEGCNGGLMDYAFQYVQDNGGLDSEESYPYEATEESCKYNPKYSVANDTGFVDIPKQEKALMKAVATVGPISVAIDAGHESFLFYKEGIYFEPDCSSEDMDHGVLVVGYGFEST
Target sequence (P07711 292-333 limits assumed): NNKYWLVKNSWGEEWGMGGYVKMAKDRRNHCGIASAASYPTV
CatB block: human cathepsin B inhibitors, primary screen, biochemical, fluorogenic substrate. P07858. purified cathepsin B, fluorescence. inhibition, %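 (tested at 10 µM)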. 0.1% of 63,000 active; in the data active = inhibition above about 21%;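 note: 0% = enzyme with no compound and 100% = no enzyme blank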
FXIa mix inh: FXIa protease inhibitors in compound pools, primary screen, biochemical, 10-compound mixtures | Coagulation factor XI (Homo sapiens), P03951 | purified FXIa, fluorogenic substrate, pooled mixtures | inhibition, % at 5 µM | 0.19% of 62,000 active;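 note: each value is inhibition by a whole ten-compound pool holding the compound; 0% = enzyme with no mixture and 100% = wells lacking enzyme; strong numbers were not always called active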
Target sequence (P03951 19-387 limits assumed): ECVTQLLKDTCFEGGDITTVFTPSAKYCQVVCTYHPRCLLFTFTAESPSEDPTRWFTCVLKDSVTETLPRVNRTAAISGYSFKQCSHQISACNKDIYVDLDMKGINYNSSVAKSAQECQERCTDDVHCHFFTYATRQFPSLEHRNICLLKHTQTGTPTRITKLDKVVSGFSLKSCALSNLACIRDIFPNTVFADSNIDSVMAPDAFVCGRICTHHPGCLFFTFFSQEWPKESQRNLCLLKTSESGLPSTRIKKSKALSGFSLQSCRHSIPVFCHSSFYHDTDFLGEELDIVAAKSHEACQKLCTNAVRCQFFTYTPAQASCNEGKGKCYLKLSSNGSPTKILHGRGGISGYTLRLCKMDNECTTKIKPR
Target sequence (P03951 388-625 limits assumed): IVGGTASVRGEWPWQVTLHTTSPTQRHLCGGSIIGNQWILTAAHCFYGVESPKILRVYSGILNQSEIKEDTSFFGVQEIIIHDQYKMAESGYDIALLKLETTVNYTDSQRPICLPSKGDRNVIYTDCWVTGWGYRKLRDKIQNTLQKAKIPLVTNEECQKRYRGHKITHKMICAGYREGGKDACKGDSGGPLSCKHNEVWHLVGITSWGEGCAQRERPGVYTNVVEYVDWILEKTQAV
The depositor's hits bear a star; . = not tested or not shown. Cut-off read from the data, not from the text of the source, unless noted: active = inhibition above about 20% (passing the limit was not always enough); inactive = the rest.

CatS block	FXIIa mix inh	C1s block	Cathepsin G inh	CatB mix inh	AP ELISA ortho	CatL inh	CatB block	FXIa mix inh	Compound
-2	9	0	0	3	-15	-10	1	12	C/C(=N\O)C(=O)NCCCNCCCN(C)C
11	6	-30	-1	2	-7	14	5	1	CCOC(=O)c1ccc(CNC(=O)Cn2nnc(-c3ccc(C)cc3)n2)o1
-3	-19	-1	9	-3	16	5	2	-3	Cc1ccc(Cn2nnnc2CN2CCC(O)(c3ccc(F)cc3)CC2)cc1
4	6	14	7	-1	2	9	4	2	CCOC(=O)CSc1nc2c(c(=O)[nH]c(=O)n2C)n1CCCc1ccccc1
0	32	2	-4	1	4	0	3	0	O=C(CC1(O)C(=O)Nc2cc(Cl)cc(Cl)c21)c1ccncc1 (centres undefined)
10	6	-24	7	-2	3	18	6	4	O=c1[nH]c(=O)n(CCOc2ccc(Cl)cc2)cc1Br
3	3	1	-3	0	3	-8	1	3	O=C(c1sc2ccccc2c1Cl)N(Cc1ccco1)C1CCS(=O)(=O)C1 (centres undefined)
4	0	10	11	1	6	23	-3	7	NCCCCCc1nnc(SCc2cccc(Cl)c2)o1
-3	-15	-34	6	-1	-5	-1	7	-9	C=CCn1c(SCC(=O)Nc2nc(C)cs2)nnc1C(CO)NC(=O)c1ccccc1 (centres undefined)
-17	12	-114	-12	-6	7	-5	-1	-11	Clc1ccc(NCn2cncn2)nc1
-3	5	-74	0	-1	-8	24	4	4	COc1cccc(C2C(C(=O)Nc3ccc(C)cc3C)=C(C)Nc3ncnn32)c1OC (centres undefined)
4	-3	5	-1	-3	-18	31	-5	0	O=C(O)CSC1CC(=O)N(c2ccc(Cl)cc2)C1=O (centres undefined)
12	6	-17	-8	7	-11	10	-5	-10	COCC(=O)N(Cc1cc2ccc(C)cc2[nH]c1=O)c1ccc(OC)cc1
-2	1	-8	9	2	7	-1	9	4	COc1ccc(-c2n[nH]c(C(F)(F)F)c2-c2cc3ccccc3o2)c(O)c1
4	6	-33	-1	2	25	13	0	7	O=C(Cc1cccs1)N1CCC(c2nc3c(nnn3Cc3ccccc3)c(=O)[nH]2)CC1

CatS block	FXIIa mix inh	C1s block	Cathepsin G inh	CatB mix inh	AP ELISA ortho	CatL inh	CatB block	FXIa mix inh	Compound
17	5	15	-9	1	-10	19	6	3	CSC1=C(C#N)C(c2ccc(C(C)C)cc2)CC(=O)N1 (centres undefined)
8	5	-4	0	-2	14	13	0	11	Cc1cccc(NC(=O)C2CCCN(S(=O)(=O)c3cccc4nsnc34)C2)n1 (centres undefined)
3	-9	-2	9	4	14	5	2	-2	CC(C)C(C(=O)C=[N+]=[N-])N1C(=O)c2ccccc2C1=O (centres undefined)
14	12	-3	1	-4	-8	.	-3	0	Cc1ccc(S(=O)(=O)N(C)c2ccc(NS(C)(=O)=O)cc2)cc1
-2	-3	-51	-11	-4	-13	1	1	-4	CCCCNc1c(C(=O)OCC)c(=O)[nH]c2ccccc12
-3	5	-27	-1	7	17	2	-6	8	CS(=O)(=O)N1CCCC(C(=O)NCc2ccco2)C1 (centres undefined)
15	0	2	5	4	-15	20	3	6	CN1CCc2c(sc3c2C(=O)NC(c2ccc4c(c2)OCO4)N3)C1 (centres undefined)
4	45	14	10	2	11	.	2	7	CCOC(=O)c1ccc(S(=O)(=O)N2CCN(CCC#N)CC2)cc1
6	6	7	2	6	18	4	-3	14	C=C(C)c1ccc(C(C)(C)NC(=O)N2CCN(C)CC2)cc1
-6	-1	13	9	4	9	-4	1	8	Nn1c(SCc2cn3ccsc3n2)nnc1-c1ccncc1
-2	-23	4	10	-5	8	1	1	3	CN(C)c1ccc(C(=S)NCc2ccco2)cc1
4	4	-1	0	-4	0	0	0	12	S=c1[nH]nc(Cc2c[nH]c3ccccc23)o1
4	1	14	7	-5	-9	.	1	5	COCCCNC(=O)c1ccccc1NS(C)(=O)=O
4	9	-31	1	0	3	2	2	3	CCSc1nnc(NC(=O)c2cccc(OCc3c(C)noc3C)c2)s1
13	11	14	13	2	0	2	3	4	COc1ccccc1N1CCN(Cc2cc(Br)c(O)c3ncccc23)CC1

CatS block	FXIIa mix inh	C1s block	Cathepsin G inh	CatB mix inh	AP ELISA ortho	CatL inh	CatB block	FXIa mix inh	Compound
15	1	-6	-2	0	-11	6	3	33	COC(=O)c1c(NC(C)=O)sc2c1CCCC2
2	7	-1	4	-1	-11	3	8	8	O=C(c1cccc(S(=O)(=O)N2CCCCC2)c1)N1CCOCC1
-15	0	-30	-4	-13	16	-3	-2	-4	CN1CCN(c2nc(N3CCN(c4ccccc4)CC3)ncc2F)CC1
1	1	0	11	3	6	-5	-3	5	COc1cc(NC(=O)CN(C)S(=O)(=O)c2ccc(C)cc2)cc(OC)c1
7	7	20	10	5	2	17	5	-1	Cc1cc(NC(=O)CSc2nc(C3CCCCC3)nc3ccccc23)no1
15	-9	12	8	5	-9	2	2	5	Cc1cccc(OCC(=O)N(Cc2cccs2)C2CCS(=O)(=O)C2)c1C (centres undefined)
-2	3	-1	0	2	11	5	2	11	O=C(NC1CCCCC1)c1ccc(Br)o1
10	5	-42	-4	-1	3	5	3	7	COC(=O)c1sccc1NC(=O)c1ccc(Br)o1
-5	8	0	7	3	14	-2	2	-3	O=C(c1scc2c1CCCC2)N1CCCCC1
-4	-2	-9	5	4	6	-3	1	4	S=c1[nH]c2ccc(Cl)cc2[nH]1
-1	3	-3	1	3	0	1	1	2	CC1Cc2ccccc2N1C(=O)c1cc2c(=O)n3ccccc3nc2n1C (centres undefined)
13	8	-1	0	-2	3	17	-1	5	CN(CC(=O)NCc1ccc2c(c1)OCO2)S(=O)(=O)c1ccc(Br)s1
-6	-15	12	9	2	9	-11	4	10	COc1ccc(-c2cc(-c3ccc(F)cc3)nc(N3CCN(C)CC3)n2)cc1
-7	3	-6	-1	2	19	-2	-1	1	COC(=O)c1cc2sccc2n1CC(=O)Nc1cccc(SC)c1
3	1	3	6	1	11	20	0	-1	COc1ccc(C(=O)NCc2cn3ccccc3n2)cc1

Random excerpt: 3 records from the list
CatS block	FXIIa mix inh	C1s block	Cathepsin G inh	CatB mix inh	AP ELISA ortho	CatL inh	CatB block	FXIa mix inh	Compound
-5	8	0	7	3	14	-2	2	-3	O=C(c1scc2c1CCCC2)N1CCCCC1
4	6	14	7	-1	2	9	4	2	CCOC(=O)CSc1nc2c(c(=O)[nH]c(=O)n2C)n1CCCc1ccccc1
4	4	-1	0	-4	0	0	0	12	S=c1[nH]nc(Cc2c[nH]c3ccccc23)o1

Other structures.
CatS block	FXIIa mix inh	C1s block	Cathepsin G inh	CatB mix inh	AP ELISA ortho	CatL inh	CatB block	FXIa mix inh	Compound
-7	-15	3	4	8	11	-2	0	9	O=S(=O)(NCC1CCCO1)c1ccc(S(=O)(=O)N2CCc3ccccc3C2)cc1 (centres undefined)
-2	-1	18	11	5	6	4	3	4	CC1Cc2ccccc2N1C1=NS(=O)(=O)c2ccccc21 (centres undefined)
1	-12	-4	2	-4	-3	.	-3	1	O=C(Nc1cnc2ccccc2c1)N1CCCCC1
-24	7	-65	-29	-3	-5	1	3	-33	CCOC(=O)c1sc(=NC(=O)c2cc(OC)c(OC)c(OC)c2)n(C)c1C
11	-19	-5	1	-3	13	-3	2	4	C=CCn1c(=O)c2ccccc2n2c(SCc3nc(N)nc(Nc4ccccc4C)n3)nnc12
3	-18	11	10	2	11	13	1	3	O=C(CN1CCCCCC1)NCCc1ccc(F)cc1
11	-15	2	-3	4	4	47*	-5	7	O=C(C1CCN(c2nnc(N3CCCC3=O)s2)CC1)N1CCN(Cc2ccc3c(c2)OCO3)CC1
-2	1	14	5	5	14	-8	1	8	Cc1cc(=O)[nH]c2c1cnn2Cc1ccccc1
-3	0	4	-2	8	0	10	0	3	COc1ccc(N2C(=O)CC(NCc3ccncc3)C2=O)cc1 (centres undefined)
-7	0	-7	-6	1	-10	-3	1	1	COc1ccccc1N1CCN(CCOc2c(OC)cccc2OC)CC1
-11	7	10	11	3	-4	1	0	3	O=C(CC(SCc1ccco1)c1ccc(O)cc1)c1cccs1 (centres undefined)
13	1	14	10	4	6	3	1	4	O=C(O)Cn1ncc2c1-c1ccoc1CC2
0	-2	4	2	3	-3	6	-2	4	O=C(NCc1ccco1)c1cc(-c2ccc(Cl)cc2)on1
-5	14	-13	2	3	2	11	-1	0	Cc1cc(C)n(-c2nc3c(c(=O)[nH]c(=O)n3C)n2CC(C)C)n1
4	-1	-59	-1	-1	5	14	1	-6	COc1ccc(CCNC(=O)Cn2cnc3c2c(=O)n(C)c(=O)n3C)cc1OC

CatS block	FXIIa mix inh	C1s block	Cathepsin G inh	CatB mix inh	AP ELISA ortho	CatL inh	CatB block	FXIa mix inh	Compound
-10	2	-60	-22	-7	-17	4	2	-17	COc1cccc(C(=O)CSc2nnc(COc3cccc4cccnc34)o2)c1
2	-23	0	-3	0	3	-12	-2	2	Cc1cnc(NC(=O)CSc2nnc(Cc3ccccc3)o2)s1
11	3	-5	2	-3	5	18	-3	8	CCCc1cc(C(=O)N2CCN(c3ccccc3C)CC2)cs1
-4	-1	10	10	-1	5	12	4	6	CCOc1cc(C(=O)OCc2ccc(C(=O)OC)o2)cc(Br)c1OC

15 entries from above, ordered by length of the SMILES, lowest first.
CatS block	FXIIa mix inh	C1s block	Cathepsin G inh	CatB mix inh	AP ELISA ortho	CatL inh	CatB block	FXIa mix inh	Compound
13	1	14	10	4	6	3	1	4	O=C(O)Cn1ncc2c1-c1ccoc1CC2
1	-12	-4	2	-4	-3	.	-3	1	O=C(Nc1cnc2ccccc2c1)N1CCCCC1
3	-18	11	10	2	11	13	1	3	O=C(CN1CCCCCC1)NCCc1ccc(F)cc1
-2	1	14	5	5	14	-8	1	8	Cc1cc(=O)[nH]c2c1cnn2Cc1ccccc1
3	1	3	6	1	11	20	0	-1	COc1ccc(C(=O)NCc2cn3ccccc3n2)cc1
-2	-1	18	11	5	6	4	3	4	CC1Cc2ccccc2N1C1=NS(=O)(=O)c2ccccc21 (centres undefined)
-7	0	-7	-6	1	-10	-3	1	1	COc1ccccc1N1CCN(CCOc2c(OC)cccc2OC)CC1
-7	3	-6	-1	2	19	-2	-1	1	COC(=O)c1cc2sccc2n1CC(=O)Nc1cccc(SC)c1
-4	-1	10	10	-1	5	12	4	6	CCOc1cc(C(=O)OCc2ccc(C(=O)OC)o2)cc(Br)c1OC
-10	2	-60	-22	-7	-17	4	2	-17	COc1cccc(C(=O)CSc2nnc(COc3cccc4cccnc34)o2)c1
-5	14	-13	2	3	2	11	-1	0	Cc1cc(C)n(-c2nc3c(c(=O)[nH]c(=O)n3C)n2CC(C)C)n1
-24	7	-65	-29	-3	-5	1	3	-33	CCOC(=O)c1sc(=NC(=O)c2cc(OC)c(OC)c(OC)c2)n(C)c1C
-7	-15	3	4	8	11	-2	0	9	O=S(=O)(NCC1CCCO1)c1ccc(S(=O)(=O)N2CCc3ccccc3C2)cc1 (centres undefined)
11	-19	-5	1	-3	13	-3	2	4	C=CCn1c(=O)c2ccccc2n2c(SCc3nc(N)nc(Nc4ccccc4C)n3)nnc12
11	-15	2	-3	4	4	47*	-5	7	O=C(C1CCN(c2nnc(N3CCCC3=O)s2)CC1)N1CCN(Cc2ccc3c(c2)OCO3)CC1

This is a subset, so the mix of outcomes need not match the whole.
